aSyn 5UTR inh – MLPCN primary screen, SNCA 5' untranslated region; alpha-synuclein 5'UTR reporter, inhibitor activity; inhibition, % (tested at 7.5 µM); actives 0.82% (n = 300,000); in the data active = inhibition above about 60%; inconclusive = no clear call, values can overlap the other calls;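 note: H4 neuroglioblastoma cells stably carrying SNCA 5'UTR luciferase fusion; 0% = DMSO wells and 100% = positive control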
Platelet DG rel – platelet dense granule release activity; human platelet-rich plasma, SFLLRN dense granule ATP release, luminescence; inhibition, %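 (compounds screened at 7.5 µM in platelet-rich plasma)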; actives 0.22% (n = 300,000);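 active = mean replicate score, as percent of positive control, at or above 50; inconclusive = mean below 50 but at least one replicate at or above 50; inactive = mean and every replicate below 50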
HSP90 refold inh – inhibitors of HSP90 luciferase refolding in rabbit reticulocyte lysate | inhibition, % at 5.6 µM | actives 0.91% (n = 290,000) | luciferase refolding luminescence, 3 h;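 active = inhibition above the screen-wide mean plus 3 SD, computed separately per campaign, cut at about 16% in these data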;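 note: 0% = DMSO wells and 100% = 60 µM geldanamycin wells; inhibitors lower the luminescence because luciferase stays unfolded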
GSK3B inh – human GSK3beta kinase inhibition. GST-GSK3beta kinase, ADP-Glo luminescence, 60 min; active compounds read low. activity score (negative = inhibition), % at 10 µM. actives 0.038% (n = 300,000). AID 2097;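 active = more than half of replicate wells score below -50%, meaning over 50% inhibition versus plate controls; inconclusive = some replicates but at most half score below -50%; inactive = no replicate scores below -50%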;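 note: 0% = median DMSO wells and -100% = median GW8510 positive control wells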
Target sequence (P49841 whole entry, looked up): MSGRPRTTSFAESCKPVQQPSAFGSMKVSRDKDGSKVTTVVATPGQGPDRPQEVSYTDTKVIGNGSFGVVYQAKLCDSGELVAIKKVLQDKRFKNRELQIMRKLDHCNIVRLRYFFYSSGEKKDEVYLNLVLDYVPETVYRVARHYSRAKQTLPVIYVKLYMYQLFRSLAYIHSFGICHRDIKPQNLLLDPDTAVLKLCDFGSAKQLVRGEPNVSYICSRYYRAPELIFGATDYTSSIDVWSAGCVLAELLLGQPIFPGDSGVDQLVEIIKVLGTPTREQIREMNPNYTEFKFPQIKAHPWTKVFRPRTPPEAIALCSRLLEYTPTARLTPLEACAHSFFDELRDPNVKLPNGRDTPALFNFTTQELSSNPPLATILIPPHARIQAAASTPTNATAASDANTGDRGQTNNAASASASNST
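Assay system: GST-tagged human GSK3beta kinase, cell-free; Input: 1.6 ng GSK3beta; Medium: Tris/MgCl2 kinase buffer; Timing: 60 min enzyme reaction, room temperature; Signal: ADP-Glo luminescence quantifying ADP generated by kinase; Evaluation: score relative to plate controls; Benchmarks: DMSO neutral wells and GW8510 at 20 µM as positive.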
KLF5 inh – suppresses KLF5 promoter-driven expression | AID 1700 | inhibition, % at 5 µM | actives 0.23% (n = 290,000) | DLD-1 KLF5 promoter-luciferase reporter, luminescence;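 active = inhibition above a per-plate limit of that plate's mean compound inhibition plus 3 SD, cut at about 60% in these data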;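 note: 0% = DMSO wells and 100% = LY294002 at 200 µM; higher means less KLF5 promoter-driven luciferase light; inactives centre near -14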
HSF1 inhib – HSF1 inhibition. activity change, negative = inhibition, % at 7.5 µM (by protocol). NIH3T3-HGL HSE-luciferase, MG132-induced, luminescence 8 h; active compounds read low. actives 0.77% (n = 300,000);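 active = more than half of replicate wells show activity change below -50%, luminescence cut by over half; inconclusive = some wells, but at most half, below -50%; inactive = no replicate well below -50%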;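 note: luciferase reports HSF-1 transcriptional activity via heat shock element; 0% = median of DMSO wells and -100% = zero luminescence signal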
DYRK1A inh – Dyrk1A (rat) kinase inhibition; ADP-Glo luminescence, NFATc1 peptide; actives 0.43% (n = 310,000); inhibition, % at 12.5 µM; Q63470; in the data active = inhibition above about 50%;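 note: plate controls were vehicle with enzyme for no effect and no enzyme for full effect; many of its hits are not listed in these tables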
IEC-6 cytotox – kills IEC-6 intestinal cells in KLF5 counter-screen. inhibition, % at 5 µM. IEC-6 cytotoxicity, luminescence viability. actives 0.78% (n = 290,000); in the data active = inhibition above about 22%;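 note: 0% = plate median of test compound wells and 100% = cytotoxic reference compound wells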
GSK3A inh – inhibitors of human GSK-3 alpha kinase; inhibition, % at 10 µM; ADP-Glo luminescence, 60 min; actives 0.1% (n = 320,000); P49840;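 in the data active = inhibition above about 50%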;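 note: GST-tagged GSK-3 alpha with peptide substrate and 25 µM ATP; 0% = DMSO neutral wells and 100% = GW8510 positive control wells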
Target sequence (P49840 whole entry, looked up): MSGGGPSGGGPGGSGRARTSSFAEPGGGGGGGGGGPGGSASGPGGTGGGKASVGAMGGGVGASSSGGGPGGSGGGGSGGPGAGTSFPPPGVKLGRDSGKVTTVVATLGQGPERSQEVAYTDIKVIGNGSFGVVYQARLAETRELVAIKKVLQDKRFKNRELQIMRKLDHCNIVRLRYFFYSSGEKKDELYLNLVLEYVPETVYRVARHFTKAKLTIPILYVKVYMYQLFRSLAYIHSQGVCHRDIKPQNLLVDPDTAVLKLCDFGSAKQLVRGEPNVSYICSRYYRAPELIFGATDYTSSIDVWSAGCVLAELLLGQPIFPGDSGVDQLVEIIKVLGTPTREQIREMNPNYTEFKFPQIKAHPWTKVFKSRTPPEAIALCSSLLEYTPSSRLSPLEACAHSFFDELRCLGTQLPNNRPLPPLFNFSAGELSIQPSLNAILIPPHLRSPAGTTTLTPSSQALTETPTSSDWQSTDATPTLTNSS
HSF-1 act – increases HSF-1 driven luciferase reporter signal; NIH3T3-HGL HSF-1 luciferase reporter, MG132, 8 h; 100% = twice DMSO control signal; activation, % at 9 µM; actives 1.7% (n = 300,000); AID 504408;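 active = mean replicate activation of at least 50% with a set share of replicates each reaching 50%; inconclusive = only one of those two conditions met; inactive = mean below 50% and too few replicates reaching it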;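 note: 0% = median of the neutral control wells and 100% = twice that signal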
Numbers without * were called inactive; u = inconclusive; x = no result given. Only part of the results is shown; rates above refer to the full screens.

The opening two compounds, ahead of the listing:
SMILES	aSyn 5UTR inh	Platelet DG rel	HSP90 refold inh	GSK3B inh	KLF5 inh	HSF1 inhib	DYRK1A inh	IEC-6 cytotox	GSK3A inh	HSF-1 act
Cc1cc(OCC(=O)OC(C)C)c2c3c(c(=O)oc2c1)CCCC3	10.8	-14.4	2.0	-1.7	-29.6	13.0	5.7	8.1	-6.0	25.2
CN1C(=O)NC(=O)/C(=C/c2ccc([N+](=O)[O-])s2)C1=O	7.1	10.9	10.5	2.5	-25.6	13.0	x	-5.0	-1.9	24.8

The listing, repeating the preview:
SMILES	aSyn 5UTR inh	Platelet DG rel	HSP90 refold inh	GSK3B inh	KLF5 inh	HSF1 inhib	DYRK1A inh	IEC-6 cytotox	GSK3A inh	HSF-1 act
Cc1cc(OCC(=O)OC(C)C)c2c3c(c(=O)oc2c1)CCCC3	10.8	-14.4	2.0	-1.7	-29.6	13.0	5.7	8.1	-6.0	25.2
CN1C(=O)NC(=O)/C(=C/c2ccc([N+](=O)[O-])s2)C1=O	7.1	10.9	10.5	2.5	-25.6	13.0	x	-5.0	-1.9	24.8
CCC(C)(C)n1nnnc1C(c1cccs1)N1CC=C(c2ccc(F)cc2)CC1 (centres undefined)	5.5	0.2	-2.6	0.0	-19.0	-5.3	3.3	-5.4	-1.2	22.5
C=CCn1c(O)c(C(CC)=NCCCO)c(=O)[nH]c1=O	5.3	0.3	-3.4	-5.2	-20.4	-1.6	15.9	5.8	9.0	7.0
CCOC(=O)c1c(C)n(COCCO)c2ccc(O)cc12	5.9	3.3	3.2	-0.3	-18.4	-11.3	5.8	1.7	0.8	-22.0
CC(=O)c1cc(C#N)c(N2CCN(C)CC2)nc1C	13.7	0.6	-2.9	1.1	10.6	-2.0	-0.6	2.7	-2.4	8.2
Oc1ccc(Cl)cc1CN1CCN(Cc2ccccc2)CC1	16.6	10.6	2.9	1.8	-8.5	-6.1	2.6	0.2	-0.9	0.6
CCOc1ccc(CN2CCN(C(=O)Cc3ccccc3)CC2)cc1	-8.5	9.0	-2.3	-2.7	-23.9	7.9	-4.9	-1.1	2.5	11.0
O=C(CN1CCCCC1)c1ccc2c(c1)OCO2	-12.8	22.5	-4.0	-2.6	-22.2	5.2	-9.7	-1.6	4.2	5.4
O=C1CN=C(c2ccc(Cl)cc2)c2oc3ccccc3c2N1	13.0	0.3	-0.3	-1.1	-7.9	-2.8	x	6.3	-0.4	15.1
O=c1[nH]c(=S)[nH]c(O)c1N=Nc1ccc(S(=O)(=O)N2CCOCC2)cc1	28.7	5.9	-1.4	2.0	-7.8	8.1	-5.1	-2.3	0.8	22.6
CC(C)(C#CC(=O)O)OOC(c1ccccc1)(c1ccccc1)c1ccccc1	21.0	2.5	-2.1	6.6	-8.9	-1.4	-6.1	-3.3	-9.6	-10.5
COP(=O)(C#Cc1ccccc1)C(O)c1ccc(Br)cc1 (centres undefined)	9.5	2.6	4.2	-1.3	-11.6	5.2	-3.4	-1.6	0.0	19.4
O=C1NC(=O)C(CCc2ccncc2)(C2CCCCC2)C(=O)N1	9.5	-12.6	-2.2	4.0	-43.6	14.1	-1.7	-2.2	0.1	42.5
O=C(Cc1ccccc1)NC(Oc1ccccc1Cl)C(Cl)(Cl)Cl (centres undefined)	-8.5	8.3	4.2	1.9	-14.7	0.1	4.0	-8.1	-4.2	-6.1
O=C(C1CCC(=O)N1C1CCCC1)N1CCC2(CC1)OCCO2 (centres undefined)	0.7	-0.1	2.5	-3.8	-18.2	-3.6	0.4	5.0	x	-9.3
Brc1cccc(CNCCc2ccc3c(c2)OCO3)c1	-3.5	-1.4	-1.1	1.5	-18.4	8.1	x	3.1	-2.6	21.5
C[C@@H]1C(=O)O[C@@H]2[C@H](O)C34[C@@H]5OC(=O)C3(O[C@H]3OC(=O)[C@H](O)C34[C@H](C(C)(C)C)[C@H]5O)[C@@]12O (some centres undefined)	8.4	0.8	4.2	-3.5	-8.3	2.2	4.2	4.4	3.9	10.3
C#C[C@]1(O)CC[C@H]2[C@@H]3CCC4=CC(=O)CC[C@]4(C)[C@H]3CC[C@@]21C	-10.6	-8.0	0.7	2.4	6.5	-3.4	6.3	-1.1	-1.5	-5.3
CN1C(=O)C(=Cc2ccccc2OCc2ccc(C(=O)O)cc2)C(=O)N(C)C1=O	33.1	0.0	2.6	0.7	-3.4	-8.5	1.9	8.3	-3.9	-2.4
O=C1NC(=O)C(=Cc2ccccc2OCCOc2ccc([N+](=O)[O-])cc2)C(=O)N1	x	x	0.3	x	-40.7	x	4.3	3.8	x	x
Cn1c(O)c(C(=Nc2ccccc2)SCc2ccc(Cl)cc2)c(=O)n(C)c1=O	-23.6	-28.0	-0.2	-2.6	-17.7	-1.5	-0.3	-5.2	-0.2	-1.4
COc1ccc(C(=O)C2CCCN(C3CSCCSC3)C2)c(OC)c1 (centres undefined)	22.3	3.5	-2.3	1.4	-9.8	9.8	-7.2	-0.3	1.4	11.8
COc1ccc(C2(c3cccc(O)c3OC)CCN(C(C)=O)CC2)cc1O	-3.5	-2.5	x	0.3	x	2.2	-16.4	x	-1.7	0.9
CN=C(SCc1ccccc1)c1c(O)n(C)c(=O)n(C)c1=O	10.0	-3.6	-2.1	5.9	-2.7	-2.6	1.2	-1.1	-0.6	3.4
CCn1c(O)c(C=NCCN2CCOCC2)c(=O)n(CC)c1=S	-7.5	5.2	1.3	-3.3	-24.8	-4.7	6.1	4.0	3.2	-2.7
O=C(O)Cn1cc(/C=C2\C(=O)NC(=O)N(Cc3ccco3)C2=O)c2ccccc21	15.6	-2.1	10.3	3.9	4.8	-6.8	6.2	-7.6	-2.7	-4.3
Cc1ccc(/C=C2\C(=O)NC(=O)N(CCc3ccc(F)cc3)C2=O)s1	15.8	7.4	5.6	x	-3.9	-4.9	-1.3	-0.6	-0.9	2.5
CCCC(C)n1[nH]c(=O)c2c1NC(=O)CSC2c1ccc(OC)c(OC)c1 (centres undefined)	23.3	-7.2	3.1	2.2	-47.1	-39.2	1.0	0.2	-2.1	-55.1
CN1CCCC(C(=O)c2ccc(-c3ccccc3)cc2)C1 (centres undefined)	-4.6	0.8	1.2	-0.4	-39.1	7.4	-3.8	7.0	2.6	16.6
O=[N+]([O-])c1ccc(N2CCNCC2)cc1NCc1ccco1	25.7	2.7	-0.4	3.0	7.6	1.7	-4.1	8.1	-0.4	35.6
Cc1cccc2c1N(N=O)CCC2	-16.8	2.6	-4.4	4.5	4.8	0.0	-3.6	12.3	-2.8	-11.6
CN1C(=O)C(=Cc2ccccc2Oc2ccc(Cl)c(F)c2)C(=O)N(C)C1=O	15.9	-28.8	-8.6	1.1	-18.9	1.0	-5.3	0.1	-2.8	-0.5
Cn1c(O)c(C(=NCCc2c[nH]c3ccccc23)c2ccccc2)c(=O)n(C)c1=O	40.0	0.5	-5.9	-2.5	-29.9	6.9	-0.3	-18.8	-0.1	4.4
c1ccc2c(N3CCNCC3)nsc2c1	44.0	6.4	0.2	8.2	-18.9	-8.5	-0.9	2.0	-3.9	-6.8
O=C1Nc2ccc(Br)cc2C(c2ccccc2Cl)=NC1O (centres undefined)	21.7	0.1	-0.6	2.1	-29.7	-3.5	9.9	2.1	-3.2	-4.3
CCC(=NCc1ccco1)c1c(O)n(-c2ccc(C)cc2)c(=O)[nH]c1=O	22.2	-16.2	2.5	-2.8	-37.3	5.7	-11.5	0.2	3.2	5.8
O=C1NC(=O)C(=Cc2ccc(N3CCOCC3)cc2)C(=O)N1	1.5	-4.5	-0.6	0.0	-17.6	-1.4	-1.7	1.5	-1.1	-5.3
COc1cc(C(=O)N/N=C/C23CC[C@@H](O)CC2(O)CC[C@@H]2[C@@H]3CCC3(C)C(C4=CC(=O)OC4)CCC23O)ccc1O (some centres undefined)	35.1	-2.0	-1.6	-1.9	4.0	-1.3	-5.1	3.6	0.7	-17.8
C=CCC1(Nc2ccccc2)CC(C)N(C)CC1C (centres undefined)	-8.5	6.3	-1.9	-1.6	-32.4	-9.8	5.3	2.9	-1.3	-2.4
CCOC(=O)C1=C(N)Oc2ccccc2C12C(=O)N(CC(=O)OC)C(CC(=O)OC)=C2C(=O)OC (centres undefined)	-24.0	5.5	-0.8	0.9	-25.8	-2.6	-0.7	-1.9	x	-7.7
O=C(COc1ccccc1)N1CCN(Cc2c[nH]c3ccccc23)CC1	4.3	-1.9	-3.4	-0.6	-21.0	-2.3	3.3	0.4	x	-10.9
Cc1cc(=O)[nH]c(SCc2nc3ccccc3c(=O)n2-c2ccccc2C)n1	0.5	0.8	2.7	-2.0	1.5	32.0	3.8	0.2	-0.4	u
O=C1NC(=O)C(C/C=C/c2ccccc2)C(=O)N1	-3.6	15.2	1.7	0.1	3.8	-5.8	3.2	1.1	1.9	-17.5
C=CCn1c(O)c(C=Nc2ccc(OC)cc2C)c(=O)[nH]c1=O	-13.2	-6.3	5.2	-0.6	-14.0	0.6	-2.4	0.9	-6.0	3.6
O=C(Cc1ccccc1)N1CCN(Cc2c[nH]c3ccccc23)CC1	-31.7	1.3	2.3	0.3	-19.9	-2.9	-1.6	0.5	1.3	10.4
CN(C)S(=O)(=O)c1cc(C(=O)N2CCC(C(=O)O)(c3ccccc3)CC2)ccc1Cl	1.2	-0.5	-4.3	-2.7	4.5	-5.5	6.4	1.6	-0.7	16.7
CCc1ccc(N2C(=O)NC(=O)C(Cc3ccc(OC)cc3OC)C2=O)cc1 (centres undefined)	22.7	x	3.3	2.8	-23.0	-4.4	-4.0	2.8	1.0	7.2
CCOP(=S)(OCC)Oc1cc(C)oc(=O)c1Cl	-33.0	2.5	0.8	-1.3	-14.3	0.3	-4.7	2.8	-3.8	-2.4
CC12CN3CC(C)(CN(C1)C3c1cccs1)C2=O (centres undefined)	1.3	-3.2	2.6	0.5	-5.8	-2.0	-8.3	3.3	-0.7	-9.3
Remaining list, next part
SMILES	aSyn 5UTR inh	Platelet DG rel	HSP90 refold inh	GSK3B inh	KLF5 inh	HSF1 inhib	DYRK1A inh	IEC-6 cytotox	GSK3A inh	HSF-1 act
c1ccc([C@@H]2CO2)cc1	2.5	-13.3	x	-1.6	x	5.3	x	x	0.1	1.1
O=P(OCC(F)(F)C(F)F)(N1CCOCC1)N1CCOCC1	7.0	7.7	1.3	-19.3	-36.7	-10.5	-5.2	-9.2	0.2	-24.0
O=C(c1cc(F)ccc1F)C1CCCN(Cc2cccc(Cl)c2)C1 (centres undefined)	8.1	5.0	-0.9	1.4	-52.3	13.1	-1.7	-6.7	0.2	29.3
Cc1nc2ccccn2c1P(=S)(N1CCCCC1)N1CCCCC1	14.8	3.2	7.1	-4.2	-39.5	-2.9	-2.2	8.4	1.9	-17.9
CCNC(=S)N(C)CCc1cc2c(c(OC)c1C=C1C(=O)N(C)C(=O)N(C)C1=O)OCO2	-6.9	6.8	6.2	1.0	-15.2	-84.5*	4.2	8.6	-3.5	-88.2
N=C1c2ccccc2CN1c1ccc(F)c([N+](=O)[O-])c1	6.8	0.7	3.0	-4.8	-11.2	-4.1	0.8	2.4	0.2	-6.6
Cc1ccc2c(c1)C1CN(C)CCC1N2C(=O)Cc1cccs1 (centres undefined)	2.6	2.2	5.4	1.6	-1.9	-14.5	3.0	10.7	-1.8	-10.0

High-throughput results: PubChem BioAssay, several laboratories
